# Vif inh: HIV Vif self-association inhibitors, primary screen, imaging, HEK293T, single point; HEK293T cells, Vif self-association by quenched fluorescence, 24 h; inhibition, % at 7.49 µM; actives 0.35% (n = 340,000); AID 602346, 2012; in the data active = inhibition above about 50%, passing the limit was not always enough; also: some results filed as inactive read as strong as hits
# aDG glyco act: activators of alpha-DG glycosylation, primary screen, uHTS, Pro5-aDG cells, AlphaScreen; alpha-DG glycosylation AlphaScreen (IIH6); 0% Pro5, 100% B10-LARGE cell signal; AID 624168, 2012; activation, % at 10 µM; actives 0.22% (n = 360,000);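 active = activation of at least 8% versus controls, or a plate z-score of at least 8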;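 also: Pro5 are CHO cells carrying HIG-tagged alpha-DG that lacks glycosylation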
# CaV13 ICDI inh: Primary screen for inhibitors of IQ motif and Ca2+-dependent inactivation inhibitor domain binding in CACNA1D, Förster resonance energy transfer in living cells, …; HEK cells, CFP/YFP FRET ICDI-IQ, plate reader, 10 min; percent FRET-ratio fall versus neutral wells; inhibition, % at 12.3 µM; AID 743397; actives 0.098% (n = 340,000);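 active = mean replicate inhibition of at least 30% and at least 1% of replicates passing that level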;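 also: 0% = median of the neutral control wells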
# Peg3 promoter: Peg3 promoter-driven luciferase inhibitors, primary screen, cell-based, HeLa, luciferase luminescence | HeLa PEG-Prom luciferase reporter, overnight | inhibition, % at 20 µM | actives 1.7% (n = 360,000);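 active = inhibition of at least 50% at 20 µM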
# HIF-2a block: HIF-2a reporter inhibitors, primary screen, luminescence, 786-0 RCC cells | inhibition, % at 18.8 µM | actives 0.72% (n = 360,000) | 786-0 RCC cells HIF-2a reporter, luciferase luminescence, overnight;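 active = inhibition of the luminescence signal of 40% or more relative to plate controls, in a single-dose primary screen at 18.75 µM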
# Exocytosis inh: LAMP-1 surface exposure blockers, TALL-104 cells – cell-based, flow cytometry, MLPCN library, primary screen | TALL-104 LAMP-1 surface exposure; cells stimulated with thapsigargin and PMA | actives 0.66% (n = 360,000) | inhibition, % at 10 µM | AID 651702, 2012;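 active = inhibition above about 55%, limit read from the data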
# hiPSC survival: enhancers of single-cell hiPSC survival, primary screen, ATPlite luminescence; 100% = ROCK inhibitor wells, 0% = DMSO; AID 602274, 2012; actives 0.044% (n = 360,000); survival enhancement, % at 20 µM; in the data active = survival enhancement above about 18%;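 also: cells exposed to compounds for 16 hours before the ATP read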
# PDI inh: inhibitors of human PDI, primary screen, biochemical, turbidity, single point, plate reader | PDI insulin aggregation turbidity, A650, 90 min | actives 0.052% (n = 350,000) | inhibition, % at 10 µM;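 active = mean inhibition across replicates of 30% or more, whatever share of single replicates reach that level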;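 also: absorbance from insulin aggregation driven by PDI reduction with DTT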
# Target sequence (P07237 whole entry, looked up): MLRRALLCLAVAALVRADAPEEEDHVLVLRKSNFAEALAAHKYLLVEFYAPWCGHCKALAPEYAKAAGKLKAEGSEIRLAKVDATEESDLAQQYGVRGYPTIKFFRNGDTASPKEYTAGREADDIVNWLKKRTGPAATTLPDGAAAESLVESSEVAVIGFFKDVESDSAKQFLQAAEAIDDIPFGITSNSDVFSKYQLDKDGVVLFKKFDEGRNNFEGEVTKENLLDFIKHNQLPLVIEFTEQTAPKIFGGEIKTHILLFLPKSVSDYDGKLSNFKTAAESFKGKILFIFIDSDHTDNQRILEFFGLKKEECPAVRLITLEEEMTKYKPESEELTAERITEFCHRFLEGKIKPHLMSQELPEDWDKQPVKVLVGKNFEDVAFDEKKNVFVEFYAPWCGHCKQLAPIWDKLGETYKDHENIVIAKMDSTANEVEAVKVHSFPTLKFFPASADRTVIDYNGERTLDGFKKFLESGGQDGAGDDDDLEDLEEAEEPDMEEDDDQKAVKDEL
# NR2E3 ag-1: NR2E3 agonists in two-hybrid cells, primary screen, cell-based, luminescence, CHO-S, Gal4-NCOR/VP16-NR2E3; Photoreceptor-specific nuclear receptor (Homo sapiens), Q9Y5X4; luciferase; inhibition of corepressor binding, % at 3.98 µM; actives 0.35% (n = 360,000); AID 602229, 2012;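 active = inhibition above the mean of all tested compounds plus 3 SD, cut at about 70% in these data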;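 also: 0% = DMSO with NR2E3 transfected cells and 100% = cells lacking NR2E3 construct; higher means lower luciferase signal from less NR2E3 corepressor binding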
# Target sequence (Q9Y5X4 whole entry, looked up, the tested form may be a part): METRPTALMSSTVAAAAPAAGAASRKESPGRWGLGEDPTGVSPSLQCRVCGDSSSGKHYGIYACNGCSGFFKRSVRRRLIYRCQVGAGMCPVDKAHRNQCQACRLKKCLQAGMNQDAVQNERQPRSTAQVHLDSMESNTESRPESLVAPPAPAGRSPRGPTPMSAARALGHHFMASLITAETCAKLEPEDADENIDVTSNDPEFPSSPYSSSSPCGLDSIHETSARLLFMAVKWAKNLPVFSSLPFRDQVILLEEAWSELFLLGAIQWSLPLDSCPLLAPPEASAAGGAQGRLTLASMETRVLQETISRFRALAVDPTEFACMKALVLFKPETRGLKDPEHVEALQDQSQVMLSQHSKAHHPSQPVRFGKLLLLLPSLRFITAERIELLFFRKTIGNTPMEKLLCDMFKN
# TRPM1 prom inh: inhibitors of MITF-dependent TRPM1 promoter reporter, primary screen, cell-based, SK-MEL-5, single point, luciferase. actives 0.83% (n = 330,000). inhibition, % at 12.5 µM. SK-MEL-5 TRPM1 promoter luciferase, 24 h;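 active = mean inhibition across replicates of 60% or more, whatever share of single replicates reaches that level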; also: values of inactives mirror those of a sister screen read the other way
# NR2E3 ag-2: inhibitors of NR2E3-RetCOR corepressor binding, primary screen, NR2E3 agonist project, biochemical, TR-FRET, GST-NR2E3, biotin-RetCOR; Photoreceptor-specific nuclear receptor (Homo sapiens), Q9Y5X4; 1536-well; inhibition of corepressor binding, % at 4.78 µM; actives 0.12% (n = 320,000); AID 2300, 2010;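 active = percent inhibition above the cutoff of mean plus 3 SD of all tested compounds, set per screening campaign, cut at about 20% in these data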;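 also: 0% = DMSO wells and 100% = biotin wells as full block of FRET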
#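 System: GST-tagged NR2E3 plus biotinylated RetCOR corepressor; Amount: 1.35 nM GST-tagged NR2E3 final; Dosing: single nominal compound dose of 4.8 µM; Schedule: 5 h incubation at 4 °C; Technique: TR-FRET with europium anti-GST and streptavidin-D2, 340 nm excitation; Controls: biotin wells as high control, 0.6% DMSO wells as low control.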
# * = called active by the depositor; / = not tested or not shown.
# Below each compound: Vif inh	aDG glyco act	CaV13 ICDI inh	Peg3 promoter	HIF-2a block	Exocytosis inh	hiPSC survival	PDI inh	NR2E3 ag-1	TRPM1 prom inh	NR2E3 ag-2
OC1(c2ccc(Cl)cc2)CCN(Cc2cn[nH]c2-c2ccccc2)CC1
→ 3	-0.1	-18	-8	13	20	-0.3	8	-3	1	-2
COC(=O)c1cc(Br)c(=O)n(CCc2ccc(O)cc2)c1
→ -4	-0.1	/	0	14	0	-1.8	2	0	8	-2
C=CCn1c(-c2ccco2)n[nH]c1=S
→ 11	-0.2	/	5	9	-4	-0.6	-3	-37	-5	3
COc1ccc(N2CCN(CCNC(=O)c3ccc4nc5ccccc5c(=O)n4c3)CC2)cc1
→ -9	0.0	-5	10	0	3	0.2	11	-25	2	/
CCN(CC(=O)Nc1c(F)cccc1F)C(=O)CN1C(=O)C2CCCCC2C1=O (stereo not given)
→ 8	0.3	-14	13	10	8	-2.1	-7	-2	2	-4
c1ccc(CN2c3ccccc3-c3nc4ccccc4n3C2c2ccccn2)cc1 (stereo not given)
→ 12	0.1	-5	21	-11	4	-1.5	-3	-26	-2	2
Cc1ccc2c(c1)N(C(=O)CCC(=O)N1CCN(c3ccccc3)CC1)CCO2
→ 6	-0.1	-5	4	4	4	-0.6	/	1	6	2
CC(=O)Nc1ccc(NC(=O)C2CCN(c3ccc(C(F)(F)F)cn3)CC2)cc1
→ -6	-0.1	-5	17	9	0	-2.2	-3	-9	2	0
O=C(Nn1cnnc1)c1ccccc1CCc1ccccc1
→ -11	-0.2	/	11	9	-3	4.6	-6	15	-4	3
CCc1ccc(OCC(=O)N/N=C\c2ccco2)c([N+](=O)[O-])c1
→ -2	-0.2	-3	-84	-130	-3	3.2	-16	-17	-14	2
CSCCC(NC(=O)c1cc(S(=O)(=O)N2CCOCC2)ccc1C)c1nc2ccccc2[nH]1 (stereo not given)
→ 2	0.3	-5	12	-5	-1	1.0	-6	-11	4	/
Fc1ccc(C(c2nnnn2Cc2cccs2)N2CCN(c3ccccc3)CC2)cc1 (stereo not given)
→ -1	0.7	-4	27	8	3	-1.5	0	-8	-4	1
O=C(Nc1ccccc1)c1cc(C2CCCN(C(=O)c3cccs3)C2)on1 (stereo not given)
→ -1	-0.4	-12	-293	-226	3	-2.3	-2	-16	/	/
COCCCn1c(=O)c2sccc2n(Cc2cccc(C)c2)c1=O
→ -11	0.0	-21	8	14	6	-0.5	10	-12	-2	2
CC(C)CNS(=O)(=O)c1ccc2c(c1)OCCO2
→ 0	0.0	-6	1	21	-6	-2.3	0	-3	6	0

# Below each compound: Vif inh	aDG glyco act	CaV13 ICDI inh	Peg3 promoter	HIF-2a block	Exocytosis inh	hiPSC survival	PDI inh	NR2E3 ag-1	TRPM1 prom inh	NR2E3 ag-2
CCCOc1nc2c(c(=O)n(C)c(=O)n2C)n1CCC
→ -2	0.2	-7	10	21	-3	0.8	-5	-11	-9	2
COc1cccc(CNS(=O)(=O)c2ccc3c(c2)oc(=O)n3C)c1
→ 5	-0.3	-2	-10	-7	-2	-0.1	-6	12	1	-4
O=S(=O)(c1cc(Cl)ccc1Cl)N1CCCC1
→ 1	-0.1	-5	19	19	6	12	-2	-5	-9	3
CCCN(CC(=O)Nc1ccccc1OC)C(=O)c1nc2nc(C)ccn2n1
→ -1	0.0	-5	5	8	11	-0.3	-2	2	-1	/
Cc1cccc2c1nc(-c1ccccc1)n1nnnc21
→ 1	0.2	-8	13	-14	-2	2.4	-44	3	-1	0
NC(=O)N/N=C/c1cccc(OCc2ccc(F)cc2)c1
→ 5	1.3	6	-29	-31	-15	-1.1	-3	-7	1	1
COc1cccc(NC(=O)c2ccc3c(c2)N(CC(=O)N2CCOCC2)C(=O)C(C)(C)O3)c1
→ 27	-0.2	-6	-7	11	7	-0.2	-28	0	-1	-2
Cc1ccc(S(=O)(=O)N2CCC(C(=O)OCc3ccccc3)CC2)cc1C
→ 3	0.4	-16	20	5	-2	-0.3	0	18	1	5
COC(=O)CCCC1=CC2=CC(=O)C(C)(OC(=O)c3cccs3)C(=O)C2=CN1Cc1ccco1 (stereo not given)
→ 1	0.0	-4	-15	2	8	-0.5	-1	-3	4	-1
COc1ccccc1N1CCN(C(=O)C(=O)c2c[nH]c3ccccc23)CC1
→ 1	-0.1	-5	2	7	-2	0.9	0	6	7	4
CCC(=O)Nc1ccc(C2=Nn3c(nnc3C(C)C)SC2)cc1
→ 6	-0.2	-4	12	24	-9	0.8	3	-4	0	-2
COc1ccc(-c2[nH]ncc2CN2CCN(C(=O)c3cccs3)CC2)c(F)c1
→ 4	0.2	/	-1	7	-7	-0.4	2	5	3	1
Cc1ccc(/C=N/NC(=O)Cn2nnc(N)n2)cc1
→ 24	0.1	10	14	9	1	-0.4	-2	-10	-2	-2
C/C(=N\NC(=O)CNC(=O)c1ccccc1Br)c1ccco1
→ -2	0.0	-4	12	1	-1	-0.4	-16	-53	-1	0
CCOCCCNC(=O)C1CCCN1C(=O)Nc1ccccc1[N+](=O)[O-] (stereo not given)
→ -5	0.0	-16	7	13	-4	-0.4	-10	-28	6	-1

# Below each compound: Vif inh	aDG glyco act	CaV13 ICDI inh	Peg3 promoter	HIF-2a block	Exocytosis inh	hiPSC survival	PDI inh	NR2E3 ag-1	TRPM1 prom inh	NR2E3 ag-2
CC1(C(=O)NCCN2CCOCC2)C=CCN1C(=O)c1ccccc1 (stereo not given)
→ -2	-0.2	-12	-161	-267	-4	-1.7	1	-55	-34	5
Cc1nn(-c2ccc(C(=O)O)cc2)c(=O)c2ccccc12
→ 9	-0.2	-5	-9	-1	-1	-1.5	11	-13	-6	-3
O=C(CN1CCN(c2cccc(Cl)c2)CC1)Nc1ccc([N+](=O)[O-])cc1C(=O)Nc1ccccc1F
→ -2	-0.4	-4	30	30	2	2.7	9	-8	-9	1
O=c1oc2cc(Cl)ccc2n1CSc1nc2ccccc2s1
→ /	0.7	-3	-306	-244	0	-0.6	-3	-124	-93	-1
CCCC(=O)Nc1ccc2c(c1)nc1n2CCOC1
→ -8	0.6	-3	-11	-19	9	-1.5	-12	21	-6	0
CCOC(=O)C(NC(=O)c1cccc(Cl)c1)(OCc1ccc(F)cc1)C(F)(F)F (stereo not given)
→ -1	-0.2	-5	17	20	-2	2.4	2	-2	-12	1
CC(C)(C)NCCOCCOc1ccccc1-c1ccccc1
→ -4	0.2	-5	0	19	0	3.3	-3	14	-13	-3
CN1CCN(c2ccc(S(=O)(=O)N3CCOCC3)cc2NC(=O)C2CCCCC2)CC1
→ 9	-0.2	-3	8	7	-13	-0.6	2	-5	7	/
O=C(CCc1ccccc1)Nc1ccnn1C1CCN(C/C=C/c2ccccc2)CC1
→ 5	0.0	-7	-2	10	-1	-0.1	-4	-35	-7	0
CCN(CC(=O)NC(C)C)C(=O)C(CCSC)NC(=O)c1ccccc1OC (stereo not given)
→ -7	-0.2	-7	7	13	-1	-0.5	4	0	1	3
O=C(Nc1ccccc1Cl)Nc1cccnc1Cl
→ -10	0.4	-5	-18	-43	1	-0.5	12	-11	-3	2
COc1cc2cc(-c3ccc(OC)c(OC)c3C)nc(N)c2cc1OC
→ 41	-0.2	-3	65*	23	5	-0.5	-1	-41	/	1
CCOC(=O)Nc1nnc(CCc2ccccc2)s1
→ 15	0.0	-5	-12	-19	-7	-0.7	7	-14	-1	0
CC(C)Cn1c(=O)c2sccc2n2c(CCCC(=O)NC3CCN(Cc4ccccc4)CC3)nnc12
→ -11	0.1	-2	7	22	-1	-0.4	-9	-30	3	2
Cc1ccc(N2CC(NC(=O)C(=O)c3c(C)[nH]c4ccccc34)CC2=O)cc1C (stereo not given)
→ 4	0.5	-3	20	-1	16	-0.1	4	-4	12	3

# Below each compound: Vif inh	aDG glyco act	CaV13 ICDI inh	Peg3 promoter	HIF-2a block	Exocytosis inh	hiPSC survival	PDI inh	NR2E3 ag-1	TRPM1 prom inh	NR2E3 ag-2
C=Cn1cc[n+](CC(=O)c2ccc(OC)c(OC)c2)c1
→ -5	-0.1	-4	3	13	0	-0.7	-12	-26	1	-2
COc1cccc(CNC(=O)C2CCC(=O)N(CC3CCCCC3)C2)c1OC (stereo not given)
→ 10	0.0	-8	6	2	3	0.5	2	-10	4	/
O=C1C[C@@H](c2ccc(O[C@@H]3O[C@H](CO)[C@@H](O)[C@H](O)[C@H]3O)cc2)Oc2cc(O)ccc21
→ /	0.1	-5	-35	-2	-1	-3.5	36*	-9	-16	1
COc1ccc(NS(=O)(=O)c2ccc(-c3n[nH]c(=S)n3Cc3ccccc3)cc2)cc1
→ 12	0.0	-1	13	26	2	0.5	0	-3	-12	-3
O=C(COc1ccc(Cl)cc1)OCc1ccc(Cl)cc1
→ 16	-0.1	-5	-2	0	12	3.4	-4	-8	12	/
CC(=O)N(C)c1ccc(NC(=S)NC(=O)/C=C/c2ccco2)cc1
→ 3	-0.1	-7	-26	-21	-2	0.7	-3	7	10	5
COc1ccc(C)cc1NC(=O)c1nnn(CCc2ccccc2)c1N
→ 1	-0.1	-12	-8	-7	-2	-1.1	/	-2	-7	2
O=C(CSc1nnc(C2COc3ccccc3O2)o1)NC1CCCCC1 (stereo not given)
→ -5	-0.1	-2	-27	-41	-2	-1.3	/	-43	-31	-1
Cc1ccc(C(=O)Nc2nc(=O)n(C(=O)C3CC3)s2)cc1
→ -7	-0.3	-10	-30	-78	1	-0.4	-3	-2	-24	-2
c1ccc(-c2cn(C[C@H]3CC[C@@H]([C@@H]4CC[C@H](Cn5cc(-c6ccccn6)nn5)O4)O3)nn2)nc1
→ -3	0.2	-9	3	1	2	-1.1	1	-2	1	3
COc1ccc(NC(=O)N(C)C[C@H]2Oc3ccc(NC(=O)NC4CCCCC4)cc3C(=O)N([C@H](C)CO)C[C@@H]2C)cc1
→ 7	0.1	-4	0	2	9	-0.2	-12	-18	-1	/
O=C(O)c1ccc(S(=O)(=O)N(Cc2cccs2)CC2CCCO2)cc1 (stereo not given)
→ -1	-0.1	6	7	10	2	-0.5	2	-6	-7	4
Cc1cc(C)c(C(=O)CSc2nc(C)cc(=O)[nH]2)c(C)c1
→ -1	0.0	-5	-5	8	3	-0.3	3	-48	0	2
CSc1nc(Sc2ccccc2Cl)c2ccccc2n1
→ 9	0.5	-6	15	33	-4	3.5	-23	-2	1	26*
Cc1cccc(-n2nnnc2SCC(=O)NCCN2C(=O)CSC2=O)c1
→ -3	-0.3	-5	15	15	1	-0.2	-9	-12	4	-4
Cc1ccc(CONC(=O)c2cccc([N+](=O)[O-])c2)cc1
→ -4	0.1	-5	-73	-114	6	-0.2	5	-41	-9	0
O=C(CN1C(=O)CCS(=O)(=O)c2ccccc21)Nc1ccc2c(c1)OCCO2
→ /	0.0	/	15	10	3	-1.8	-4	-3	-10	/

# The order is random; about 3.5% have a hit in one of these screens.
